# HDAC3 inh: inhibitors of human histone deacetylase 3 | inhibition, % at 8.3 µM | recombinant HDAC3, fluorogenic peptide/trypsin coupled, fluorescence | 0.15% of 320,000 active | O15379 | AID 2718; in the data active = inhibition above about 26%, passing the limit was not always enough; inconclusive = no clear call, values can overlap the other calls
# Target sequence (O15379 whole entry, looked up): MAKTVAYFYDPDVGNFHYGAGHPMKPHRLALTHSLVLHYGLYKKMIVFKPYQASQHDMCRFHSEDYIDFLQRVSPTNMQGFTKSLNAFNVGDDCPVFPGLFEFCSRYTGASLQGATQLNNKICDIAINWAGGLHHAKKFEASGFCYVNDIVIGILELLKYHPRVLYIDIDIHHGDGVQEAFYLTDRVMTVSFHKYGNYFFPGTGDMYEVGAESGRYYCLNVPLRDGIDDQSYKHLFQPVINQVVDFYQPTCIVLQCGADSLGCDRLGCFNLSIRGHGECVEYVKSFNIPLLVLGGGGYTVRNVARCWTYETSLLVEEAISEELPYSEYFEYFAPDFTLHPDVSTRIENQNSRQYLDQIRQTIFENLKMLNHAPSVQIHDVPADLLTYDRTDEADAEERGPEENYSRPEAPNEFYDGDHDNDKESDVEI
# HSP90 inh: HSP90 refolding inhibition in rabbit reticulocyte lysate; AID 1789; 0.91% of 290,000 active; luciferase refolding luminescence, 3 h; inhibition, % at 5.6 µM;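 active = inhibition above the screen-wide mean plus 3 SD, computed separately per campaign, cut at about 16% in these data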;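 also: 0% = DMSO wells and 100% = 60 µM geldanamycin wells; inhibitors lower the luminescence because luciferase stays unfolded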
# HSF1 inhib: HSF1 inhibition. NIH3T3-HGL HSE-luciferase, MG132-induced, luminescence 8 h; hits give low values. 0.77% of 300,000 active. activity change, negative = inhibition, % at 7.5 µM (by protocol);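 active = more than half of replicate wells show activity change below -50%, luminescence cut by over half; inconclusive = some wells, but at most half, below -50%; inactive = no replicate well below -50%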;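 also: luciferase reports HSF-1 transcriptional activity via heat shock element; 0% = median of DMSO wells and -100% = zero luminescence signal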
# Platelet DG rel: modulates dense granule release in human platelets | inhibition, %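 (compounds screened at 7.5 µM in platelet-rich plasma)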 | 0.22% of 300,000 active | AID 1663 | human platelet-rich plasma, SFLLRN dense granule ATP release, luminescence;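 active = mean replicate score, as percent of positive control, at or above 50; inconclusive = mean below 50 but at least one replicate at or above 50; inactive = mean and every replicate below 50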
# KLF5 inhibitor: suppresses KLF5 promoter-driven expression; DLD-1 KLF5 promoter-luciferase reporter, luminescence; inhibition, % at 5 µM; 0.23% of 290,000 active; AID 1700;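 active = inhibition above a per-plate limit of that plate's mean compound inhibition plus 3 SD, cut at about 60% in these data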;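 also: 0% = DMSO wells and 100% = LY294002 at 200 µM; higher means less KLF5 promoter-driven luciferase light; inactives centre near -14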
# aSyn UTR inh: 5' untranslated region of α-synuclein, MLPCN primary screen; alpha-synuclein 5'UTR reporter, inhibitor activity; 0.82% of 300,000 active; inhibition, % (tested at 7.5 µM); in the data active = inhibition above about 60%; inconclusive = no clear call, values can overlap the other calls;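 also: H4 neuroglioblastoma cells stably carrying SNCA 5'UTR luciferase fusion; 0% = DMSO wells and 100% = positive control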
# HIF activator: HIF pathway transcriptional activation; U2OS HRE-luciferase reporter, luminescence; normalized: DMSO 0%, desferrioxamine 100%; activation, % at 7.5 µM (by protocol); 0.32% of 300,000 active; AID 1910;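 active = mean activation of at least 10% of the iron chelator positive control signal, with at least half of replicates also reaching 10%; inconclusive = mean and replicate majority disagree about reaching 10%; inactive = mean and most replicates under 10%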
# IEC-6 cytotox: kills IEC-6 intestinal cells in KLF5 counter-screen; inhibition, % at 5 µM; IEC-6 cytotoxicity, luminescence viability; 0.78% of 290,000 active; in the data active = inhibition above about 22%;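 also: 0% = plate median of test compound wells and 100% = cytotoxic reference compound wells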
# HSF1 activator: increases HSF-1 driven luciferase reporter signal; activation, % at 9 µM; NIH3T3-HGL HSF-1 luciferase reporter, MG132, 8 h; 100% = twice DMSO control signal; 1.7% of 300,000 active;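 active = mean replicate activation of at least 50% with a set share of replicates each reaching 50%; inconclusive = only one of those two conditions met; inactive = mean below 50% and too few replicates reaching it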;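 also: 0% = median of the neutral control wells and 100% = twice that signal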
# AI-2 QS mod: Vibrio harveyi AI-2 quorum sensing modulation. Vibrio harveyi JMH597 AI-2 luminescence/OD600 ratio, 9 h; hits give low values; strain lacks LuxN and CqsS sensors; 0 = neutral-control median. 0.4% of 300,000 active. activity change, % at 7.5 µM; in the data active = activity change below about -75%, passing the limit was not always enough; inconclusive = no clear call, values can overlap the other calls;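 also: luminescence divided by OD600 gain over 9 h not by final OD600 alone; inactives centre near 13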
# * = called active by the depositor; ? = inconclusive; . = not tested or not shown. An unsorted share of the library. Share with any hit: about 5%.
SMILES,HDAC3 inh,HSP90 inh,HSF1 inhib,Platelet DG rel,KLF5 inhibitor,aSyn UTR inh,HIF activator,IEC-6 cytotox,HSF1 activator,AI-2 QS mod
Cc1ccc(Oc2ccc(Cl)cc2N)cc1,0.5,-2.5,5.2,12.3,-24.0,-85.3,-0.5,-5.1,-11.2,19.8
CC(C)NC(=S)NC1(C)CCS(=O)(=O)C1 (stereo unspecified),1.4,-0.7,-5.3,0.0,-6.2,-1.7,0.2,1.5,7.3,-1.8
C=CCNC(=O)c1nn2cccnc2c1Cl,0.8,0.7,0.1,5.5,-2.8,-5.5,0.0,-7.6,-2.1,22.3
CN(Cc1ccccc1)C(=O)CCCn1c(=O)c2cccn2c2cccnc21,7.2,-2.9,-1.8,-1.9,-8.5,-2.3,-0.2,-4.9,-0.5,18.8
COC(=O)c1sc2nc(C)cc(-c3ccccc3)c2c1N,-11.9,1.4,9.1,-25.6,-17.7,18.3,0.2,-3.4,11.3,36.3
OC(COCc1ccc(Cl)cc1)CN1CCN(c2ccccn2)CC1 (stereo unspecified),4.8,1.8,16.3,-10.2,-7.3,-28.3,0.2,-2.4,10.6,15.6
CCOC(=O)c1cc(C#N)c(N2CCN(C(=O)c3cccc(C(F)(F)F)c3)CC2)nc1C(F)(F)F,7.1,-1.4,.,.,-20.0,.,.,4.4,.,24.1
COc1ccc(CNC(=S)N/N=C(\C)c2ccc(OC)cc2)cc1,-3.6,0.7,7.9,8.8,-38.3,-6.0,0.6,-0.5,-11.2,1.4
CC(=O)c1sc(NC(=O)c2ccc(Br)o2)nc1C,.,7.7,22.2,-10.8,-84.7,-76.5,0.7,-1.1,20.8,5.6
COC(=O)c1c(O)cc(C(C)(C)C)n(-c2ccccc2)c1=O,-4.2,2.5,0.2,2.0,-23.5,14.0,-0.3,2.8,-19.8,-1.9
CCOc1cccc(/C=N/NC(=S)Nc2ccccc2[N+](=O)[O-])c1O,4.6,74.8*,-79.0*,-14.4,26.7,-50.3,3.1,-5.9,-81.6,50.5
O=C(NCc1cccs1)C1CCCN1C(=O)NC1CCCCC1 (stereo unspecified),3.6,2.1,-1.5,-1.3,-8.7,0.8,-0.3,-1.7,-1.7,20.0
Nc1c(C(=O)N/N=C/c2ccc(F)cc2)oc2nc(-c3ccccc3)cc(-c3ccco3)c12,-5.0,2.5,-1.5,8.6,-1.5,-6.6,0.5,-4.7,9.3,32.7
O=C(CN1CCN(Cc2ccccc2Cl)C1=O)N1CCCCCC1,1.0,2.5,-2.2,17.2,-6.5,18.7,0.5,1.4,4.0,15.8
CCc1ccc(CNC(=O)C2CC(=O)N(CCc3ccc(C)cc3)C2)cc1 (stereo unspecified),3.5,-1.3,-1.8,2.5,-8.6,0.7,-0.3,-6.6,-2.8,6.1
CCOc1ccc(NC2C=CS(=O)(=O)C2)cc1 (stereo unspecified),5.9,-3.6,-14.6,1.2,-20.2,-21.2,-0.1,-6.4,-11.2,-5.6
O=C(c1cccnc1NCc1ccc(F)cc1)N1CCOCC1,-2.9,1.6,0.9,14.7,0.4,12.9,-0.4,1.6,-16.6,8.9
CCOc1ccc(/C=N/NC(=O)CNC(=O)c2ccc(S(=O)(=O)N3CCOCC3)cc2)cc1,3.7,1.0,-6.9,-0.4,-1.5,30.0,-0.8,-3.7,5.3,16.6
COC(=O)c1ccc(NC(=O)CSCc2ccccc2)cc1,9.1,0.1,20.2,2.0,-75.1,-18.3,1.3,0.3,42.9,11.6
COc1ccc(O)c(/C=N/NC(=O)CN2CCS(=O)(=O)CC2)c1,-3.0,-1.2,-2.3,0.1,-13.7,1.2,-0.7,-8.5,-1.9,-3.9
O=C1CCCN1CCCNC(=S)Nc1ccc(Nc2ccccc2)cc1,-0.2,1.2,0.7,-20.8,4.0,-22.3,0.4,-0.2,8.2,24.7
CC(C)C(NS(=O)(=O)c1cccs1)C(=O)Nc1nc(C(C)(C)C)cs1 (stereo unspecified),-4.8,5.1,-7.2,-3.4,-16.5,24.5,-0.5,-0.8,14.0,14.7
COc1cccc(CNC(=O)c2ccc(OCC(=O)N3CCOCC3)c(OC)c2)c1,.,.,3.1,-21.5,.,-20.3,0.3,.,3.3,-1.0
CCOC(=O)C1CCN(c2cc(C)nc3cc(-c4cccc(F)c4)nn23)CC1,-20.1,4.1,-0.9,10.9,-36.1,5.0,-0.1,-3.1,-2.1,.
Cc1ccc(NC(=O)C2CCC2)cc1S(=O)(=O)N1CCCCCC1,-5.9,.,3.8,0.2,.,0.1,-3.4,.,-8.3,56.6
C=CCn1c(SCC(=O)c2[nH]c(C)c(C(C)=O)c2C)nnc1-c1ccncc1,1.5,1.1,-13.2,12.4,-16.1,33.5,0.1,-1.5,-7.9,-2.7
COc1cccc(C2CC(c3cccs3)=NN2C(=O)CCC(=O)O)c1OC (stereo unspecified),5.2,0.1,-1.3,3.8,-23.0,1.1,0.5,13.8,18.9,14.2
CCCS(=O)(=O)c1c(S(=O)(=O)CCC)c2ccc(C(N)=O)cn2c1C(=O)c1ccccc1,0.3,1.7,-6.7,-1.1,-10.2,15.5,-2.0,4.4,-1.7,19.5
COc1ccc(-c2cc(=O)oc3cc(OC(C)C(=O)NCC4CCC(C(=O)O)CC4)ccc23)cc1 (stereo unspecified),4.3,-5.1,-1.4,-2.5,-2.9,33.5,-0.2,-5.0,10.4,18.1
CC1(C)C2CCC1(CS(=O)(=O)Nc1cccc(S(N)(=O)=O)c1)C(=O)C2 (stereo unspecified),5.9,0.1,0.0,6.3,10.9,26.9,-0.8,-1.3,-11.4,-9.9
Cc1ccc(NC(=O)CN(C(=O)N2CCN(C)CC2)S(=O)(=O)c2ccc(C)cc2)cc1,4.4,.,-5.2,.,.,-6.7,-0.4,.,-13.0,7.7
CC[C@H](C)[C@H](NC(=O)[C@H](Cc1ccc(O)cc1)NC(=O)[C@@H](N)C(C)C)C(=O)N[C@@H](Cc1cnc[nH]1)C(=O)N1CCC[C@H]1C(=O)N[C@@H](Cc1ccccc1)C(=O)O,-1.9,0.7,0.1,-3.1,11.5,11.3,-0.2,-4.1,-13.4,26.0
COC(=O)CC1C(=O)NCCN1Cc1cn(-c2ccc(C)cc2)nc1-c1cccc(C)c1 (stereo unspecified),0.4,-1.5,-5.1,4.7,5.5,-36.7,1.3,3.7,-17.3,11.8
CC1(C(=O)NC(=S)N(CCC#N)Cc2cccnc2)CC1(Cl)Cl (stereo unspecified),?,-0.6,4.1,-2.5,-10.0,5.7,0.0,-4.8,7.8,0.4
O=C1OC(C(=O)Nc2nccs2)Cc2ccccc21 (stereo unspecified),-0.3,1.6,0.6,9.0,-42.6,12.6,1.9,-3.8,37.8,18.5
Oc1ccc(Cl)cc1CNc1cnc2ccccc2c1,-1.9,-3.6,15.6,-3.8,-45.6,-33.0,2.6,-9.4,36.2,-97.0*
Cc1c(C(=O)NC2CCC(C)CC2)oc2ccccc12 (stereo unspecified),11.0,-0.9,26.1,24.6,-102.5,-143.0,3.6,2.4,39.7,7.0
CCN(CC)S(=O)(=O)c1cccc(-c2cn3cc(C)ccc3n2)c1,4.9,4.2,2.8,3.7,-33.6,-77.6,2.6,4.5,15.2,23.3
O=C(NCC1CCCCC1)c1cc([N+](=O)[O-])ccc1N1CCOCC1,10.5,-1.4,-5.8,-0.9,-34.4,-3.6,-0.4,-6.1,-14.8,5.9
O=C(Cc1cccs1)Nc1ccc(C(=O)O)cc1,-4.3,-0.6,4.5,14.4,-5.1,9.0,0.0,-2.1,0.0,31.4
CCn1cc(C(=O)N(C)Cc2ccc(OC(F)F)cc2)c(=O)c2ccc(C)nc21,2.2,-2.5,-1.3,5.4,6.5,36.0,-1.2,-3.3,-13.5,12.3
CCc1ccc(C(C(=O)NC2CCCC2)N(CCOC)C(=O)CCC(=O)Nc2cc(C)on2)cc1 (stereo unspecified),-3.5,0.7,0.9,0.8,-11.7,26.9,-2.9,9.1,5.2,-12.8
Cn1c(CNC(=O)C(Cc2ccccc2)NC(=O)c2ccccc2)cc(=O)n(C)c1=O (stereo unspecified),4.6,-0.2,-6.5,9.5,-5.7,4.3,-0.2,-6.0,-1.3,15.5
C=CCn1c(=O)[nH]c2cc(C(=O)N3CCN(c4cc(C)ccc4C)CC3)ccc2c1=O,4.3,4.5,-11.1,2.0,-12.4,19.4,-0.7,4.4,5.1,16.8
Cc1c(C(=O)Nc2nc3ccccc3[nH]2)oc2ccc(Br)cc12,-3.9,-1.1,-3.9,-10.7,-13.4,-157.9,0.6,0.6,18.1,0.0
C/C(=N\NC(=O)C(N)=O)c1ccc(Br)cc1,5.9,-0.2,-0.6,8.7,-10.0,1.0,-5.8,4.2,1.5,-10.0
Cc1ccc(NC(=O)CSc2nnc3n2CCCCC3)cc1,-1.8,3.5,-11.2,7.0,-8.8,-0.9,0.0,-5.2,1.6,20.6
Cc1nc(CS(=O)(=O)c2ccccn2)sc1C(=O)NNC(=O)c1ccccc1,10.4,-2.9,-9.7,9.1,-39.4,-21.8,-0.1,-7.5,-10.2,16.1

# Random excerpt: 3 compounds from above, in no set order.
SMILES,HDAC3 inh,HSP90 inh,HSF1 inhib,Platelet DG rel,KLF5 inhibitor,aSyn UTR inh,HIF activator,IEC-6 cytotox,HSF1 activator,AI-2 QS mod
CCN(CC)S(=O)(=O)c1cccc(-c2cn3cc(C)ccc3n2)c1,4.9,4.2,2.8,3.7,-33.6,-77.6,2.6,4.5,15.2,23.3
C/C(=N\NC(=O)C(N)=O)c1ccc(Br)cc1,5.9,-0.2,-0.6,8.7,-10.0,1.0,-5.8,4.2,1.5,-10.0
Cc1c(C(=O)NC2CCC(C)CC2)oc2ccccc12 (stereo unspecified),11.0,-0.9,26.1,24.6,-102.5,-143.0,3.6,2.4,39.7,7.0

# (continued)
SMILES,HDAC3 inh,HSP90 inh,HSF1 inhib,Platelet DG rel,KLF5 inhibitor,aSyn UTR inh,HIF activator,IEC-6 cytotox,HSF1 activator,AI-2 QS mod
CCCc1cc(=O)oc2c(C)c(OCC(=O)Nc3ccccn3)ccc12,-1.1,1.6,13.3,-2.0,-87.6,14.2,-0.1,-2.9,17.2,0.8
CCc1c(C)sc(NC(=S)NC(C)C2CCCO2)c1C(=O)OC (stereo unspecified),8.3,-3.8,.,-0.1,-18.3,.,.,-3.1,.,-9.2
CCNC(=O)C1CN(S(=O)(=O)c2ccccc2)CCN1S(=O)(=O)c1ccccc1 (stereo unspecified),1.4,-3.5,-10.5,6.0,-33.2,13.0,-0.3,-4.6,5.6,0.4
Cc1ccc(S(=O)(=O)N(C)C)cc1NC(=O)Cn1c(CN2CCOCC2)nc2ccccc2c1=O,4.2,1.0,0.9,9.4,-34.2,-15.9,0.4,3.0,1.1,13.1
O=C(CN1CCC(c2nc3ccccc3[nH]2)CC1)Nc1ccc2c(c1)OCO2,0.4,0.3,.,.,-24.7,.,.,2.6,.,.
O=C(CNc1ccc(C(F)(F)F)cc1[N+](=O)[O-])OCC(=O)c1ccccc1,3.2,4.5,-1.9,3.7,-34.0,-2.8,0.9,2.5,-0.7,6.2
COC(=O)CN(c1ccc(C)cc1)S(=O)(=O)c1ccc(F)cc1,7.5,2.3,4.2,-3.3,-3.9,-8.9,-0.1,-2.1,19.5,-12.6
